High-throughput results: PubChem, several laboratories
Vif inh: blocks HIV Vif function. HEK293T cells, Vif self-association by quenched fluorescence, imaging, 24 h. inhibition, % at 7.49 µM. 340,000 compounds, 0.35% hits; in the data active means inhibition above about 50%, passing the limit was not always enough; further: some results filed as inactive read as strong as hits
CaV13 ICDI inh: Disruptors of the CACNA1D IQ motif to Ca2+-dependent inactivation inhibitor domain association, primary screening, Förster resonance energy transfer in intact living …; AID 743397; inhibition, % at 12.3 µM; HEK cells, CFP/YFP FRET ICDI-IQ, plate reader, 10 min; percent FRET-ratio fall versus neutral wells; 340,000 compounds, 0.098% hits;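 active means mean replicate inhibition of at least 30% and at least 1% of replicates passing that level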;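 further: 0% = median of the neutral control wells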
hiPSC survival: enhancers of human iPSC single-cell survival | hiPSC single-cell survival, ATPlite luminescence; 100% = ROCK inhibitor wells, 0% = DMSO | survival enhancement, % at 20 µM | 360,000 compounds, 0.044% hits; in the data active means survival enhancement above about 18%;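 further: cells exposed to compounds for 16 hours before the ATP read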
aDG glyco act: alpha-DG glycosylation activation. Pro5-aDG cells, alpha-DG glycosylation AlphaScreen (IIH6); 0% Pro5, 100% B10-LARGE cell signal. 360,000 compounds, 0.22% hits. activation, % at 10 µM;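 active means activation of at least 8% versus controls, or a plate z-score of at least 8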;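 further: Pro5 are CHO cells carrying HIG-tagged alpha-DG that lacks glycosylation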
PDI inh: inhibitors of human protein disulfide isomerase; P07237; inhibition, % at 10 µM; AID 588391; 350,000 compounds, 0.052% hits; PDI insulin aggregation turbidity, A650, 90 min;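 active means mean inhibition across replicates of 30% or more, whatever share of single replicates reach that level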;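 further: absorbance from insulin aggregation driven by PDI reduction with DTT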
Target sequence (P07237 whole entry, looked up): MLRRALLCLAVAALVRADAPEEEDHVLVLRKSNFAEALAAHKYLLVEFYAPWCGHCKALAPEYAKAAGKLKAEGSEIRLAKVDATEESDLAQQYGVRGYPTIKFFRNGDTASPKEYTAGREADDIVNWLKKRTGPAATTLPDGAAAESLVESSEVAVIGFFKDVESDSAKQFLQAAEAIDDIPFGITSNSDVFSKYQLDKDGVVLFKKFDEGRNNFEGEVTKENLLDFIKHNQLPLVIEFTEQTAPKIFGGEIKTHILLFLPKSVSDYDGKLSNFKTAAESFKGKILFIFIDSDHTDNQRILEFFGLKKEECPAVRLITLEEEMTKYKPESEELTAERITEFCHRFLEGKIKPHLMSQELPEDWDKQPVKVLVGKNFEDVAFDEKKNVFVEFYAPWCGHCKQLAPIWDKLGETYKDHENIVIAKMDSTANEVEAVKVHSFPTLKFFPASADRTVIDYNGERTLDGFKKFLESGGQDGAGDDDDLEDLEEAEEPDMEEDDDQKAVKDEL
Glyco luc inh: blocks N-linked glycosylation in D54 reporter cells; D54 ERlucT glycosylation luciferase reporter, 24 h; percent of 100 nM tunicamycin response; reporter increase, % at 12.5 µM; 360,000 compounds, 0.23% hits; AID 588692;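 active means mean luciferase reporter signal, scaled so untreated is 0 and the glycosylation-blocking control 100, at or above a set limit in every replicate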;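 further: luciferase carries N-glycosylation sites so blocking glycosylation raises the light; 0% = median of neutral control wells and 100% = median of 100 nM tunicamycin wells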
ABCB6 inh MLPCN: inhibitors of human ABC transporter ABCB6. Q9NP58. K562-ABCB6 porphyrin accumulation, flow cytometry, 1 h; hits give low values. fluorescence ratio to DMSO, % at 10 µM. 360,000 compounds, 0.19% hits. AID 602162;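 active means fluorescence ratio to DMSO below 75%, the collection mean minus 3 SD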;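 further: signal is porphyrin accumulated inside mitochondria; 100% equals median channel fluorescence of DMSO control wells; lower ratio means ABCB6 inhibition with less porphyrin fluorescence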
m5-HT2A agonist: activates the mouse 5-HT2A serotonin receptor; CHO-K1 mHTR2A beta-arrestin complementation, luminescence; percent of 30 µM serotonin response; 360,000 compounds, 0.66% hits; P35363; activation, % at 7.6 µM; AID 624169;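 active means activation above a run cutoff, the mean activation of all tested compounds plus 3 SD, cut at about 14% in these data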;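 further: 0% = plate median of compound wells and 100% = 30 µM serotonin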
Target sequence (P35363 whole entry, looked up): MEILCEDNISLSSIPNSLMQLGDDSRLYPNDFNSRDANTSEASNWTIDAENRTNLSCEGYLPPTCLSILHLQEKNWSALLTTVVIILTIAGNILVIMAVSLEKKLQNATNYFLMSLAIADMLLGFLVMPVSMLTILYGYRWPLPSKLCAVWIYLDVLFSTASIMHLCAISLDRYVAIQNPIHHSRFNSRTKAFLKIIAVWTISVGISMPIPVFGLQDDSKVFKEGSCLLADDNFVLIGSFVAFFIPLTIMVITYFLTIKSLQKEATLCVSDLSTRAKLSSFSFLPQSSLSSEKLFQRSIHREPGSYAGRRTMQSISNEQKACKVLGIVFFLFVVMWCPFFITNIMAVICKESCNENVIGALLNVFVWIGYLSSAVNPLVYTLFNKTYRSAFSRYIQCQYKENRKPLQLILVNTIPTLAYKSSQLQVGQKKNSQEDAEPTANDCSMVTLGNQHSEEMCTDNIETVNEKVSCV
Granule exo inh: blocks lytic granule exocytosis; TALL-104 LAMP-1 surface exposure, flow cytometry; cells stimulated with thapsigargin and PMA; inhibition, % at 10 µM; AID 651702; 360,000 compounds, 0.66% hits;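 active means inhibition above about 55%, limit read from the data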
H9c2 protect: myocardial damage modulation in H9c2 cells. 360,000 compounds, 0.63% hits. H9c2 cardiomyocytes, H2O2 injury protection, ATPLite, 2 h. protection from H2O2 cell death, % at 20 µM;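 active means compounds giving at least 50% protection of heart cells from peroxide-induced death in the single-dose screen, raw or plate-pattern-corrected value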;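 further: 0% = DMSO wells with peroxide and 100% = DMSO wells without peroxide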
Active calls of the source: *; . = no result given.

Every second line gives: Vif inh	Glyco luc inh	ABCB6 inh MLPCN	PDI inh	hiPSC survival	CaV13 ICDI inh	H9c2 protect	m5-HT2A agonist	Granule exo inh	aDG glyco act
> O=C(O)c1ccccc1-c1ccccc1C(=O)Nc1cccc(O)c1
    6	1	100	12	0.4	10	-4	-2	-4	-0.1
> N#Cc1nc(-c2ccco2)oc1N1CCc2ccccc2C1
    -11	-2	101	10	1.1	-7	-7	-4	-1	0.1
> Cc1cccc(NC(=O)CN2C(=O)C(C)Oc3ccccc32)n1 (centres undefined)
    2	0	100	6	1.9	2	8	3	0	-0.3
> CCOC(=O)c1c2c(n(C)c1C)C(=O)C(=O)c1ccc(Br)cc1-2
    16	-21	98	11	-2.8	-4	-8	-2	2	-0.6
> CN(C)c1oc(/C=C/c2cccs2)nc1S(=O)(=O)c1ccccc1
    2	-4	98	-2	0.5	-2	-10	3	-5	0.4
> CC(=O)c1cccc(CN2CCN(CC=C(C)C)C(CCO)C2)c1 (centres undefined)
    5	2	100	0	-0.7	0	5	-1	-7	0.0
> OC(CNCc1ccccc1Cl)COc1ccc(F)cc1 (centres undefined)
    65*	-1	98	8	-0.3	-3	-2	-15	-1	-0.1
> CN(C)S(=O)(=O)c1cccc(-c2nnc3n2CCCCC3)c1
    -5	1	97	-3	2.0	-10	-3	-4	-4	0.1
> O=C(O)CCCCCCCCc1cn(CCc2c[nH]c3ccccc23)nn1
    .	3	99	-4	-2.2	-10	-4	3	-2	-0.1
> COc1cc(NC(=O)c2nccnc2C(=O)O)cc(OC)c1
    7	4	100	2	-0.4	-8	5	-1	-2	0.1
> CCc1ccccc1NC(=O)CN1CCN(C(=O)c2cccc(-n3cnnn3)c2)CC1
    27	1	95	-7	0.2	-6	-1	8	-2	-0.1
> Cn1ccnc1SCC(=O)c1ccc(OC(F)F)cc1
    4	-2	96	12	0.5	-2	6	-1	-12	0.0
> O=C(NCc1ccc(Cl)cc1Cl)C1CCN(S(=O)(=O)c2ccc3c(c2)OCCCO3)CC1
    -7	-5	97	12	0.5	-5	-1	-5	0	0.2
> CC(=O)Nc1cccc(-c2ccnc3c2CC(C)(C(=O)Nc2ccc(F)c(Cl)c2)O3)c1 (centres undefined)
    -8	-1	90	-1	-0.7	-5	18	4	-12	-0.1
> Cc1cc2cc3c(cc2nc1SCC(=O)N1CCOCC1)OCO3
    2	3	96	-6	1.4	-3	-1	-3	3	0.2
> Cc1ccc(C(=O)CN2C(=O)c3ccccc3S2(=O)=O)cc1
    -2	-19	96	10	-0.5	-4	-7	3	11	-0.3
> O=S(=O)(c1ccccc1Cl)N1CCC(O)(c2ccc3c(c2)OCO3)CC1
    -9	-2	87	1	0.9	-10	-6	-1	-3	0.0
> N#Cc1cc(C#N)c(SCC(=O)NCC2CCCO2)nc1N (centres undefined)
    10	1	97	-2	-0.6	-7	2	2	7	0.0
> COc1ccc(C(=O)N2CCCCC2c2cc(C(=O)NCc3cccnc3)no2)cc1 (centres undefined)
    -3	2	100	-9	-1.8	-11	1	-3	1	0.2
> COc1ccc(OCC(=O)NNc2nc3ccccc3s2)cc1
    -1	0	95	5	1.3	-18	2	-3	-3	0.3

The final 2 records of the section above come first, to join the parts.
Every second line gives: Vif inh	Glyco luc inh	ABCB6 inh MLPCN	PDI inh	hiPSC survival	CaV13 ICDI inh	H9c2 protect	m5-HT2A agonist	Granule exo inh	aDG glyco act
> COc1ccc(C(=O)N2CCCCC2c2cc(C(=O)NCc3cccnc3)no2)cc1 (centres undefined)
    -3	2	100	-9	-1.8	-11	1	-3	1	0.2
> COc1ccc(OCC(=O)NNc2nc3ccccc3s2)cc1
    -1	0	95	5	1.3	-18	2	-3	-3	0.3
> COc1cc([N+](=O)[O-])cc(/C=N/NC(=O)c2ccc(C)nc2)c1O
    0	1	94	-5	1.5	-4	62*	-8	-1	0.0
> N#C/C(=C\c1ccc(-c2ccccc2[N+](=O)[O-])o1)C(=O)N1CCOCC1
    -5	2	106	8	-0.1	-7	10	-12	2	0.0
> CSCCC(NS(=O)(=O)c1ccccc1)C(=O)OC(C)C(=O)Nc1ccc(Cl)cn1 (centres undefined)
    -1	3	104	-7	-0.5	-6	-5	3	-4	-0.1
> COc1ccc(C2/C(=C(/O)c3ccccc3)C(=O)C(=O)N2C)cc1 (centres undefined)
    5	1	103	1	-3.6	.	4	6	6	0.2
> Cc1cccc(N2CCN(C(=O)c3cc4cc(F)ccc4[nH]3)CC2)c1C
    -7	0	100	-6	-0.6	.	-8	-7	-1	-0.1
> Cc1ccc(C(=O)NCc2ccco2)cc1[N+](=O)[O-]
    0	0	94	1	-1.8	-6	-4	1	0	0.5
> CC1(C)CC(=O)/C(=C(/O)CCCN2C(=O)c3ccccc3C2=O)C(=NC(C)(C)C)C1
    4	1	98	-1	2.5	-3	12	2	-2	-0.1
> O=C(COC(=O)COc1ccccc1[N+](=O)[O-])NCc1ccc2c(c1)OCO2
    1	2	90	-35	-1.5	-7	6	-4	-2	-0.1
> CCN(C(=O)COC(=O)/C=C/c1ccc(S(=O)(=O)N2CCc3ccccc32)cc1)C1CCS(=O)(=O)C1 (centres undefined)
    -2	-2	88	17	-0.7	-6	3	4	-1	-0.3
> O=C(c1cc(=O)c2ccccc2o1)N1CCN(c2ccccc2F)CC1
    -2	0	100	-6	2.7	-4	2	-5	-4	0.0
> COc1cccc(CCNC(=O)CC2C(=O)NCCN2Cc2ccc(Cl)c(F)c2)c1 (centres undefined)
    -2	2	95	0	-1.5	-2	-1	1	0	-0.2
> CCOC(=O)c1sc(NC(C)=O)cc1C
    5	0	96	-1	1.7	-6	-1	-2	1	0.0
> O=C(CCN1C(=O)C2C3CC(C(Br)C3Br)C2C1=O)OCC(=O)c1cccc([N+](=O)[O-])c1 (centres undefined)
    4	4	101	-4	0.9	-3	11	-1	3	-0.3
> CCOC(=O)c1c(C)n(C)c2ccc(OC(=O)c3ccco3)cc12
    20	0	99	-8	6.3	-2	-14	4	0	-0.2
> NC(=O)c1c(N)sc(=S)n1CC1CCCO1 (centres undefined)
    8	2	100	1	0.7	-4	4	4	-1	-0.1
> COc1ccc2cc3cc(C(=O)NCCCN4CCC(C)CC4)oc3nc2c1
    14	16	98	-1	-0.4	.	1	-5	4	0.1
> Cc1ccc(-n2ncc(C(=O)Nc3cc(Cl)ccc3C)c2C2CCNCC2)cc1C
    -2	-8	93	14	9.6	1	-2	-7	0	-0.2
> Cc1nc2c(C)cccc2cc1C(=O)N/N=C/c1cccnc1
    -11	3	98	1	1.5	-3	7	-4	7	-0.1
> O=C(NC12CC3CC(CC(C3)C1)C2)C1CC(=O)N(c2ccc(Br)cc2)C1 (centres undefined)
    3	-1	106	0	1.0	.	-17	0	0	-0.3
> Cc1ccc(Cn2c(C(C)Nc3nc(-c4ccc(Cl)cc4)cs3)nc3cc(C(=O)NCCCO)ccc32)cc1 (centres undefined)
    -4	2	101	1	-0.9	-11	-18	-8	2	0.2

(listing goes on)
Every second line gives: Vif inh	Glyco luc inh	ABCB6 inh MLPCN	PDI inh	hiPSC survival	CaV13 ICDI inh	H9c2 protect	m5-HT2A agonist	Granule exo inh	aDG glyco act
> COC(=O)c1cccc2c1NC(=O)C2=O
    -1	1	108	9	-0.9	-4	1	-4	20	0.7
> Cc1ccc(NC(=O)CCCCCN2C(=O)[C@@H]3Cc4ccccc4CN3C2=O)c(C)c1
    -5	3	99	-1	0.6	-2	-1	-1	0	0.5
> CCOC(=O)C1(C)CCCCN1C(=O)c1cccs1 (centres undefined)
    14	1	100	-3	-2.6	-10	5	3	6	-0.1
> C=CCC1(CC=C)CCCN1C(=O)CC1C(=O)NCCN1Cc1cccc(OC)c1 (centres undefined)
    .	1	96	8	1.3	-4	9	7	0	0.0
> CCCCN1C(=O)C(CC(=O)NCCCCc2ccccc2)CC(C(=O)N(C(C)C)C(C)C)=C1C (centres undefined)
    10	-2	100	0	-0.8	-5	-1	0	9	1.8
> Cc1cc(C)cc(NC(=O)C(=S)NCc2ccccc2)c1
    6	2	99	-4	-0.3	10	-5	-1	0	-0.4
> O=C(CCC(=O)c1cccs1)NCc1cccnc1
    -3	1	104	-6	-0.5	-2	8	-4	3	-0.3
> COc1ccc(C(CNC(=O)c2ccc(-c3nc4ccccc4s3)o2)N2CCCC2)cc1 (centres undefined)
    10	-2	97	-2	-0.6	-2	13	-17	28	0.2
> Cc1cc(C)c2cc(CN(Cc3cccnc3)C(=O)c3ccc(F)cc3)c(Cl)nc2c1
    3	1	83	-5	2.2	-7	15	-1	18	-0.2
> CC(NC(=O)CCc1nnc(CCCc2ccccc2)o1)c1ccccc1 (centres undefined)
    -3	0	94	2	-1.3	-7	3	-2	6	0.1
> Cc1cc(C(=O)COC(=O)c2ccc(F)cc2)c(C)n1C
    -3	-13	97	-8	-0.4	-3	-8	3	0	0.3
> O=C(Nc1cccc(-c2nnc(-c3ccccc3)o2)c1)C1CCCO1 (centres undefined)
    -2	0	98	2	-0.5	-5	10	-1	0	1.3
> Cc1cc(=O)n(CCC(=O)O)c2ccccc12
    -12	1	101	-5	1.8	-5	11	-1	-5	-0.1
> NC1=NC[C@@H](Cc2ccc(O)cc2)N1CCc1cc(C(F)(F)F)cc(C(F)(F)F)c1
    -9	5	98	-11	-1.3	-4	-1	-10	-10	0.2
> COc1ccc(CN2C(=O)c3ccccc3C2(C)c2nc3ccccc3[nH]2)cc1 (centres undefined)
    .	.	100	.	-1.1	-7	.	4	-3	-0.2
> C[C@@H]1CN([C@@H](C)CO)C(=O)c2cc(C#Cc3cccc(F)c3)cnc2O[C@@H]1CN(C)CC1CCOCC1
    2	-1	109	0	0.9	-9	0	7	16	0.0
> Cc1cc(C)cc(N(CC(=O)NC(C)(C)C)C(=O)CCC(=O)Nc2ccccn2)c1
    -6	0	99	19	-0.2	-5	11	2	-4	0.1
> Cc1ccc2nc(SCC(=O)N3CC(C)OC(C)C3)nc(=O)n2c1 (centres undefined)
    -2	1	101	3	0.2	-5	4	3	-2	-0.2
> Cc1ccc(-c2n[nH]c(=S)n2/N=C/c2c(C)nn(-c3ccccc3)c2C)cc1
    1	-1	103	-6	1.4	-3	-6	8	1	0.1
> CCOCCCNC(=S)N(CCN(C)C)Cc1cc2cc3c(cc2[nH]c1=O)OCCO3
    4	1	96	-5	-0.1	-20	8	-9	-8	-0.2

Continuation.
Every second line gives: Vif inh	Glyco luc inh	ABCB6 inh MLPCN	PDI inh	hiPSC survival	CaV13 ICDI inh	H9c2 protect	m5-HT2A agonist	Granule exo inh	aDG glyco act
> C=CCN1C(=O)c2ccc(C(=O)OCC(=O)Nc3ccccc3OC)cc2C1=O
    16	0	95	3	0.0	-3	8	0	-7	0.3
> O=C(Nc1nnc(SCc2cccc(F)c2)s1)c1ccco1
    -5	0	101	-3	-1.4	5	3	3	3	-0.3
> Cc1ccc(Nc2cc(C)nc3c(C)ccc([N+](=O)[O-])c23)cc1
    -3	-3	111	-5	-1.0	-17	-6	1	-3	0.0
> COc1ccc2c(c1)CCC1C2=NN(/C(C)=C\C(C)=O)C1c1ccc(F)cc1 (centres undefined)
    2	3	175	1	-2.4	1	-15	-1	2	0.5
> CCc1ccc(OCC(=O)NNC(=O)CNC(=O)c2ccc(Br)o2)cc1
    4	2	97	0	-0.2	-4	-1	1	-1	-0.6
> Cc1ccc(NC(=O)/C(C#N)=C(\N)C(Cl)(Cl)Cl)nc1
    12	-1	100	3	-0.7	.	-15	0	-2	0.2
> O=C(CSC(=S)N1CCCCC1)c1c(F)cccc1F
    3	-7	102	4	0.2	-5	-2	-1	-7	0.9
